mcGAS inh – inhibitors of mouse cGAS; Q8C6L5; recombinant cGAS, Kinase-Glo ATP depletion luminescence; inhibition, % at 12.5 µM; 160,000 compounds, 0.15% hits; AID 1259399;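 further: 0% = negative control wells and 100% = reference inhibitor with no enzyme activity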
hcGAS inh – blocks human cGAS activity; recombinant h-cGAS, ATP depletion, Kinase-Glo luminescence; inhibition, % at 12.5 µM; 290,000 compounds, 0.081% hits;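 further: 0% = vehicle reaction and 100% = reaction without DNA for no activity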
Target sequence (Q8N884 whole entry, looked up): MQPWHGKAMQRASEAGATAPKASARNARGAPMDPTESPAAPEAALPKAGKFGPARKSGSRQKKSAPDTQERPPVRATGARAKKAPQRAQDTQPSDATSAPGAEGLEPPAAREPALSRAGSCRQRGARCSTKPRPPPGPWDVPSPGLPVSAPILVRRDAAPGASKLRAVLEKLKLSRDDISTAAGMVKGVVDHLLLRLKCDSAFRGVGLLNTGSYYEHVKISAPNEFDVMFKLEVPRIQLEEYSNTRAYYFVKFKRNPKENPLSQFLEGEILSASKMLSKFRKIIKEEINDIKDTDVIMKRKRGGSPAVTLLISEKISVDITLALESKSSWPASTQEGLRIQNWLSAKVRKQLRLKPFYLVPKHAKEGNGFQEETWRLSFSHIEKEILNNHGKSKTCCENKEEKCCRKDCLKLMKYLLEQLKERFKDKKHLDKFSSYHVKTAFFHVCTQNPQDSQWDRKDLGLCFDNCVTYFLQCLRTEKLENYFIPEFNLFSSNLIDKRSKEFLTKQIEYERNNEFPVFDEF
NPYLR7 ag – activates Aedes aegypti NPYLR7 receptor; AID 1259423; 270,000 compounds, 0.15% hits; activation, % at 10 µM; HEK293T NPYLR7/Galpha15, GCaMP6s calcium fluorescence; in the data active means activation above about 40%;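 further: 0% = vehicle and 100% = reference agonist at the receptor; some compounds past the cut are filed as inactive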
The depositor's hits bear a star; x = not tested or not shown; & = joins results of further samples. Unless noted, no stated cut-off is given here; in the data, active means inhibition above about 40%; inactive means the rest.

Preview, four compounds:
smiles | mcGAS inh | hcGAS inh | NPYLR7 ag
O=C(CCCc1cccs1)NCc1ccc(N2CCCC2=O)cc1 | x | -6.2 | 3.0
CC(O)(P(=O)(O)O)P(=O)(O)O | -5.6 | -3.0&-7.4 | -1.5
CCCCOc1ccc(C(=O)Nn2cnc3c(cnn3-c3ccccc3)c2=O)cc1 | x | -11.9 | 4.9
O=S1(=O)NC(=NCc2ccccc2)C(c2cccc(Cl)c2)N1 (stereo unspecified) | x | -8.5&-7.1 | -2.1&-14.1

The list itself, from the start:
smiles | mcGAS inh | hcGAS inh | NPYLR7 ag
O=C(CCCc1cccs1)NCc1ccc(N2CCCC2=O)cc1 | x | -6.2 | 3.0
CC(O)(P(=O)(O)O)P(=O)(O)O | -5.6 | -3.0&-7.4 | -1.5
CCCCOc1ccc(C(=O)Nn2cnc3c(cnn3-c3ccccc3)c2=O)cc1 | x | -11.9 | 4.9
O=S1(=O)NC(=NCc2ccccc2)C(c2cccc(Cl)c2)N1 (stereo unspecified) | x | -8.5&-7.1 | -2.1&-14.1
Cc1n[nH]c(C)c1SCC(=O)O | x | -3.0 | 8.2
O=C(CCc1ccccc1)Nc1ccnn1C1CCN(Cc2cccc3nonc23)CC1 | x | -8.5 | -0.1
CC(NCC1CCCn2ccnc21)c1cc(F)ccc1F (stereo unspecified) | -6.0 | -9.8 | 6.1
Cc1noc(N)c1C(=O)OC(C)c1cccc2ccccc12 (stereo unspecified) | x | -5.0 | -1.3
CCOc1nn(CC)cc1C(=O)Nc1ccc(CC)cc1 | x | -2.9 | -1.8
O=c1c(-c2ccc(O)cc2)coc2cc(O)cc(O)c12 | -0.7&0.9&5.9 | -0.9&-7.8&-2.0 | -0.3&-2.4
C=CCN(CC=C)C(=O)c1ccc(-n2nc(C(=O)OCC)cc2-c2cccc(OC)c2)cc1 | -6.0 | -2.8 | -5.8
O=C(N[C@@H]1CCCCC1NC(=O)C1CCN(C(=O)/C=C/c2ccccc2)CC1)c1ccc(F)cc1 (stereo partly specified) | -9.5 | -3.2 | x
Cn1cc(C#N)c(=O)n(CC2CCCCC2)c1=O | x | -5.9 | 4.0
COCCN(Cc1csc(COc2c(OC)cccc2OC)n1)C(=O)c1cccc(Br)c1 | -6.1 | -5.4 | 11.8
FC(F)Oc1ccc(CNc2cc(-c3ccccc3)nc3ncnn23)cc1 | -4.8 | -5.5 | x
CCOc1cc(/C=C2/SC(=S)N(CCCC(=O)O)C2=O)ccc1O | -11.6 | -20.4 | 46.4
CCc1cc(C2CCCN2C(=O)NC(C)C)on1 (stereo unspecified) | -7.3 | -4.0 | 2.7
CCOC(=O)C1(CC2CC2)CCN(C(=O)c2ccc3nc(C)[nH]c3c2)CC1 | -12.6 | -8.5 | 17.9
Cc1cc(C(=O)N2CCN(CC(OCc3ccc(C(F)(F)F)cc3)c3ccc(Cl)cc3)CC2)n(C)n1 (stereo unspecified) | -6.5 | -6.9 | 4.4
CC(C)(C)c1cc(S(N)(=O)=O)c2cc(C(C)(C)C)cc(S(N)(=O)=O)c2c1 | x | -8.3 | 0.9
CC(C)c1ccc(CCNC(=O)c2cc(C(C)O)c[nH]2)cc1 (stereo unspecified) | -1.7 | -4.2 | 2.7
CN(Cc1ccc2nonc2c1)Cc1cc(-c2ccncc2)no1 | -11.4 | -6.5 | -0.5
Cc1csc2ncc(C(=O)N(Cc3ccccc3)Cc3ccccc3)c(=O)n12 | -8.9 | -7.7 | 2.0
COc1cccc(OC)c1C(=O)N(Cc1ccc(OS(=O)(=O)c2ccc(F)cc2)cc1)Cc1ccco1 | -3.0 | -4.3 | 6.1
O=C(Nc1ccccc1Nc1ccccc1)C1CCCCC1C(=O)N1CCc2c([nH]c3ccccc23)C1 (stereo unspecified) | x | -0.8 | -8.9
Cc1cc(Br)ccc1OCCn1cnc2ccccc2c1=O | x | -0.5 | -5.4
CSc1ccc(C(C)NC(=O)CC(O)(c2ccco2)C(F)(F)F)cc1 (stereo unspecified) | x | -8.9 | 5.3
Cc1nc2cc(C(=O)N(Cc3ccco3)C3CCCC3)ccc2n1C | -17.6 | -10.5 | 12.0
CC1(C)Cc2nc3[nH]n(-c4ccccc4)c(=O)c3c(-c3nc4ccccc4[nH]3)c2C(O)C1 (stereo unspecified) | x | -6.4 | -4.6
COc1ccc(C=C2N=C(c3ccc(OC(F)F)cc3)OC2=O)cc1OC | -6.9 | -7.2 | 2.5
Cc1ccc(CNC(=O)CCC2CCCN(C(=O)c3cc(C4CC4)on3)C2)o1 (stereo unspecified) | x | -12.9 | 19.7
Cc1cccc(CSc2ccc3nnc(CCNS(=O)(=O)c4ccccc4)n3n2)c1 | -0.6 | 2.3 | -17.6
Cc1ccc(NC(=O)Cn2nc(-c3cccs3)c3sc(N4CCOCC4)nc3c2=O)cc1 | -9.8 | -12.3 | -3.1
O=C1CCC(C(=O)NCC(CO)Cc2cccs2)=NN1 (stereo unspecified) | x | -5.4 | 5.9
CC1CCc2c(sc(NC(=O)c3ccc(=O)[nH]n3)c2C(N)=O)C1 (stereo unspecified) | x | -7.8 | 3.3
C/C=C/C(=O)N1CCC(n2nc(C(=O)OCC)cc2-c2ccc(F)cc2)CC1 | -6.7 | -7.0 | 1.6
COCCNC(=O)c1coc(CN(Cc2ccccc2)Cc2ccco2)n1 | 13.9 | 3.4 | -7.5
O=C1NC(c2ccccc2)C(=O)N(CC(=O)N2CCCC(Cc3ccc(F)cc3)C2)c2ccccc21 (stereo unspecified) | x | -8.5 | 0.4
CC(C)C(C)NC(=O)Nc1ccc(-n2cncn2)c(F)c1 (stereo unspecified) | x | -5.4 | 13.8
O=C(c1ccccc1OCc1ccccc1)N1CCOC2(CNCCOC2)C1 (stereo unspecified) | x | -0.6 | -5.1
CCOC(=O)c1oc2cc(OCC)ccc2c(=O)c1-c1ccc(Br)cc1 | x | -13.2 | 23.8
CCCCOC(=O)c1ccc(NC(=O)c2cccn(OCc3ccccc3F)c2=O)cc1 | -9.0 | -4.7 | 0.0
CC1(C)CC(=O)CC(=NNC(=O)COc2ccccc2)C1 | -4.2 | -1.1 | -0.6
Cc1c(C)n2c3c(=O)n(CCCO)c(=O)n(C)c3nc2n1-c1ccccc1Cl | x | -10.4 | 1.6
COc1ccc(CCN(C)C(=O)C(C)(C)c2ccc(Cl)cc2)cc1OC | -5.2 | -4.4 | -4.4
Cc1nc2ccc(C(=O)NCCCN3CCCC3=O)cn2c1N(C)C(=O)CCc1ccccc1 | -3.3 | -3.2 | 7.2
Cc1ccc(NC(=O)CN2CN(c3ccccc3)C3(CCN(S(=O)(=O)c4ccc5ccccc5c4)CC3)C2=O)cc1C | -4.2 | -3.3 | 15.7
CC(C)c1cc(C(C)C)c(S(=O)(=O)n2ccnc2)c(C(C)C)c1 | x | -1.7 | 5.2
N#CC(=C1CCCCC1)c1nc(-c2c[nH]c(C(=O)N3CCCC3)c2)cs1 | x | -5.5 | -0.5
O=S(=O)(NCC1CCCO1)c1ccc2ccccc2c1 (stereo unspecified) | -3.1 | -2.1 | 6.2
O=C(CSc1ncnc2c1nnn2Cc1ccc(F)cc1)NCc1ccc2c(c1)OCO2 | 0.1 | -4.7 | 10.1
Cc1cccc2c(=O)n(CC(=O)NCCc3cccc(F)c3)cnc12 | x | -6.1 | 4.3
CCOc1cc(CN2CCCn3cccc3C2c2ccc(F)cc2)ccc1O (stereo unspecified) | -5.7 | -6.4 | 2.8
COc1ccc(S(=O)(=O)Oc2cccc(CN(Cc3ccco3)C(=O)c3ccccc3Cl)c2)cc1 | -3.9 | -5.1 | x
COc1ccccc1NC(=O)Cn1cc(-c2nnc(-c3ccccc3)o2)c2ccccc21 | -1.1 | 2.2 | 3.1
OCC1CN=C(c2ncccn2)NO1 (stereo unspecified) | x | -6.1 | 1.1
CC(=O)c1cccc(CN2CCC(CO)(CCOc3ccccc3)CC2)c1 | -5.1 | -3.1 | -10.4
Cc1cc(C(=O)N2CCC(N3CCCC3=O)CC2)c2cccc(C)c2n1 | x | -6.3 | 2.5
Fc1ccc(-c2nc(COc3c(Cl)cccc3Cl)no2)cc1 | x | -0.7 | 5.7
CSc1ncc(CN2CCC(CCC(=O)N3CCN(c4ccccc4)CC3)CC2)cn1 | x | -2.9 | 11.1

Random excerpt: 3 records from the list.
smiles | mcGAS inh | hcGAS inh | NPYLR7 ag
CCOC(=O)c1oc2cc(OCC)ccc2c(=O)c1-c1ccc(Br)cc1 | x | -13.2 | 23.8
Fc1ccc(-c2nc(COc3c(Cl)cccc3Cl)no2)cc1 | x | -0.7 | 5.7
COc1ccc(CCN(C)C(=O)C(C)(C)c2ccc(Cl)cc2)cc1OC | -5.2 | -4.4 | -4.4

Carrying on:
smiles | mcGAS inh | hcGAS inh | NPYLR7 ag
O=C(CSc1ccc(-c2ccc3c(c2)OCO3)nn1)N1CCCCCC1 | -6.0 | 1.0 | -2.6
NC(=O)c1c(NC(=O)CSc2ncnc3sc4c(c23)CCCC4)sc2c1CCC2 | x | -2.3 | 7.9
CNS(=O)(=O)CCn1ccnc1C1CCOC1 (stereo unspecified) | -4.7 | -6.0 | x
CCc1nc2ccc(C(=O)NCCc3ccccn3)cn2c1N(CCC(C)C)CCN(C)C | -2.8 | -4.2 | -5.6
COCCN(CC(=O)Nc1nc(CC(=O)Nc2ccc(C)c(C)c2)cs1)C(=O)c1ccc(Cl)cc1Cl | -2.4 | -2.5 | -6.2
CCN1CCN(c2c(CN(C(=O)c3ccc(Cl)cc3Cl)C3CC3)c(C)nn2-c2ccccc2)CC1 | -6.5 | -8.6 | 4.0
O=[N+]([O-])c1cc2c(c(CSc3nnc4ccccn34)c1)OCOC2 | x | -0.7 | 18.8
CC(C)Oc1ccc(C(O)=C2C(=O)C(=O)N(CCCn3ccnc3)C2c2cccc([N+](=O)[O-])c2)cc1 (stereo unspecified) | -6.5 | -1.1 | 11.8
CCC1CCCCN1C(=S)NC1CCCCC1 (stereo unspecified) | -5.0 | -3.5 | 6.6
CCOC(=O)CSc1nnc(NC(=O)C2CCC2)s1 | -5.1 | -4.9 | -2.1
CNC(=O)CN(C(=O)c1csc(-c2cccs2)n1)[C@@H]1C[C@@H]2CO[C@H](C(C)C)C[C@@H]2C1 | -5.8 | -0.6 | 16.1
O=S(=O)(Nc1ccccc1Cl)c1cccnc1 | x | -4.8 | 14.8
CNC(=O)CCNC(=O)c1cnn(-c2ccc(Cl)cc2Cl)c1C1CC1 | -14.6 | -8.5 | 7.1
O=C(Nc1ccc(C(=O)N(C2CC2)C2CCc3ccccc32)cc1)C1CC1 (stereo unspecified) | -10.1 | -8.3 | -1.0
CCCS(=O)(=O)C(C)C(=O)OC1CC2CC(C1C)C2(C)C (stereo unspecified) | x | -5.9 | 0.2
CC(=O)c1cc(C(=O)NC(C)c2cnn(-c3ccccn3)c2C)cs1 (stereo unspecified) | x | 3.4 | -5.5
CC1CCCC(C)C1NC(=O)N1CCC(N2CCCC2)C1 (stereo unspecified) | -17.8 | -18.4 | 4.1
C=CCn1c(SCC(=O)c2ccccc2)nc2ccccc2c1=O | -5.2 | -6.6 | -5.0
CN(Cc1cccc(O)c1)C(=O)C1CC2(CCNCC2)CN1 (stereo unspecified) | x | -4.8 | 13.8
CC(=O)c1cc(-c2ccccc2)n(CC(=O)O)c1C | x | -2.3 | -10.5
CN(C)CC/C(=N/O)c1ccccc1 | x | -5.5 | -12.4
Cc1cc(COc2ccccc2)oc1C(=O)N1CCCn2cncc2C1 | -12.3 | -1.7 | 21.4
Cc1ccc(NC(=O)c2csc(CSc3nnc(-c4ccccc4Cl)n3-c3cccc(Cl)c3)n2)cc1 | -4.0 | -0.6 | 17.1
Cc1ccc(/C=C/C2=NC(=C\c3cc(Br)cs3)/C(=O)O2)cc1 | x | 3.5 | -1.2
N#Cc1ccc(C(=O)N2CCOC(COc3ccc4c(c3)CCCC4)C2)c(F)c1 (stereo unspecified) | 10.7 | -5.3 | 3.3
C=CCOCC(O)CN(Cc1ccc(OC)c(OC)c1)Cc1ccco1 (stereo unspecified) | 17.2 | -6.2 | 14.0

Entries of single compounds from above. Values in the order: mcGAS inh	hcGAS inh	NPYLR7 ag
CCOC(=O)CSc1nnc(NC(=O)C2CCC2)s1 is listed with -5.1	-4.9	-2.1
O=C(Nc1ccc(C(=O)N(C2CC2)C2CCc3ccccc32)cc1)C1CC1 (stereo unspecified) is listed with -10.1	-8.3	-1.0
Cc1cc(COc2ccccc2)oc1C(=O)N1CCCn2cncc2C1 is listed with -12.3	-1.7	21.4
CCC1CCCCN1C(=S)NC1CCCCC1 (stereo unspecified) is listed with -5.0	-3.5	6.6
CCCS(=O)(=O)C(C)C(=O)OC1CC2CC(C1C)C2(C)C (stereo unspecified) is listed with x	-5.9	0.2

Compound activity (PubChem)

Hits appear at their usual frequency. Share with any hit: about 0.29%.
